CF NFkB block: cystic fibrosis NF-kB activation inhibition; KKLEB NF-kB-GFP reporter, PAF-induced, GFP fluorescence overnight; inhibition, % at 5 µM; actives 0.86% (n = 360,000);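 active = at least 50% inhibition at 5 µM, scaled per plate between neutral and stimulator controls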;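 note: PAF is a Pseudomonas aeruginosa culture filtrate used as stimulus; plate controls were PAF-stimulated DMSO wells for no effect and unstimulated DMSO wells for full effect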
LMP1 NFkB inh: reduces LMP1-driven NF-kappaB luciferase signal; LMP1-induced NF-kappaB luciferase reporter cells, luminescence; inhibition, % at 12.5 µM; actives 0.69% (n = 350,000); AID 504558; in the data active = inhibition above about 41%;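 note: 0% = neutral control wells and 100% = reference inhibitor control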
Peg3 promoter: inhibitors of Peg3 promoter | inhibition, % at 20 µM | HeLa PEG-Prom luciferase reporter, luminescence, overnight | AID 588405 | actives 1.7% (n = 360,000);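 active = inhibition of at least 50% at 20 µM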
HIF-2a block: blocks HIF-2a reporter activity. inhibition, % at 18.8 µM. 786-0 RCC cells HIF-2a reporter, luciferase luminescence, overnight. actives 0.72% (n = 360,000). AID 624352;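 active = inhibition of the luminescence signal of 40% or more relative to plate controls, in a single-dose primary screen at 18.75 µM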
TRPM1 prom inh: reduces MITF-dependent TRPM1 promoter luciferase signal; SK-MEL-5 TRPM1 promoter luciferase, 24 h; inhibition, % at 12.5 µM; actives 0.83% (n = 330,000);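 active = mean inhibition across replicates of 60% or more, whatever share of single replicates reaches that level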; note: values of inactives mirror those of a sister screen read the other way
NR2E3 ag-1: agonists of human nuclear receptor NR2E3; inhibition of corepressor binding, % at 4.78 µM; GST-NR2E3/biotin-RetCOR TR-FRET, 1536-well; actives 0.12% (n = 320,000); Q9Y5X4; AID 2300;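 active = percent inhibition above the cutoff of mean plus 3 SD of all tested compounds, set per screening campaign, cut at about 20% in these data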;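 note: 0% = DMSO wells and 100% = biotin wells as full block of FRET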
Target sequence (Q9Y5X4 whole entry, looked up): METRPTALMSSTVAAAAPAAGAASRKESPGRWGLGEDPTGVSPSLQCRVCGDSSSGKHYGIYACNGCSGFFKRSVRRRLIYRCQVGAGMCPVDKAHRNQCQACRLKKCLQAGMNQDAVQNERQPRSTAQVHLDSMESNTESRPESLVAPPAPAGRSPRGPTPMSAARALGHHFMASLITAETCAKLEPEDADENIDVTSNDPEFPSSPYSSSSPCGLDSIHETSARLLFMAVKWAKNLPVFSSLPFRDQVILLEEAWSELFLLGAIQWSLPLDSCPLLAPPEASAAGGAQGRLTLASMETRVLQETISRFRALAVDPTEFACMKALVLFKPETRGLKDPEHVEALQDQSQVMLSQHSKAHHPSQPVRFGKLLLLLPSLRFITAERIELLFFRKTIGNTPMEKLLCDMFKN
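Material – GST-tagged NR2E3 plus biotinylated RetCOR corepressor · Quantity – NR2E3 fusion 1.35 nM · Times – 5 h incubation at 4 °C · Medium – pH 7.5 Tris-based buffer · Technique – TR-FRET, Eu(K)-anti-GST donor, streptavidin-D2 acceptor, ex 340, em 617/671 nm · Benchmarks – high control biotin, low control 0.6% DMSO · Format – 1536-well plates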
iPSC survival up: hiPSC single-cell survival enhancement; ATPlite luminescence; 100% = ROCK inhibitor wells, 0% = DMSO; survival enhancement, % at 20 µM; actives 0.044% (n = 360,000); AID 602274; in the data active = survival enhancement above about 18%;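 note: cells exposed to compounds for 16 hours before the ATP read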
NR2E3 ag-2: human photoreceptor-specific nuclear receptor agonism | Q9Y5X4 | CHO-S Gal4-NCOR/VP16-NR2E3 two-hybrid, luciferase | inhibition of corepressor binding, % at 3.98 µM | actives 0.35% (n = 360,000) | AID 602229;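 active = inhibition above the mean of all tested compounds plus 3 SD, cut at about 70% in these data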;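 note: 0% = DMSO with NR2E3 transfected cells and 100% = cells lacking NR2E3 construct; higher means lower luciferase signal from less NR2E3 corepressor binding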
C8 TRAIL sens: caspase-8 TRAIL sensitization; NB7+C8 cells + TRAIL, ATPlite viability luminescence; inhibition (viability loss, TRAIL sensitization), % at 10 µM; actives 1% (n = 360,000);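 active = compounds causing at least 50% loss of cell viability in the single-dose screen, relative to plate controls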
Shn3 3UTR inh: reduces Shn3 3'UTR luciferase signal in osteoblasts; Clone20 osteoblast Shn3 3'UTR firefly luciferase, 24 h; inhibition, % at 12.5 µM; actives 0.52% (n = 360,000); AID 588674;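 active = mean inhibition of at least 75% with every replicate also reaching 75%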;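 note: 0% = median of neutral control wells and 100% = pilot-screen positive control compound; some compounds past the cut are filed as inactive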
KKLEB tox: CF airway cell cytotoxicity counter-screen; KKLEB CF airway cells viability, ATPlite luminescence, overnight; active compounds read low; cells stimulated with P. aeruginosa culture filtrate; activity change (cytotoxicity), % at 5 µM; actives 0.36% (n = 360,000); AID 602141;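 active = corrected activity change at or below -50% at 5 µM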
Starred values were filed as active, the others as inactive; · = not tested or not shown.

SMILES | CF NFkB block | LMP1 NFkB inh | Peg3 promoter | HIF-2a block | TRPM1 prom inh | NR2E3 ag-1 | iPSC survival up | NR2E3 ag-2 | C8 TRAIL sens | Shn3 3UTR inh | KKLEB tox
Cc1ccc(NC(=O)CN(C)C(=O)c2sc3cc(Cl)ccc3c2Cl)cc1 | 14 | 4 | -6 | -22 | -7 | 0 | -0.3 | -22 | -10 | 9 | -4
C=CCNC(=O)c1onc(CS(=O)(=O)c2cc(C)cc(C)c2)c1C(=O)NCC=C | -3 | 4 | 17 | 22 | 14 | 3 | 14 | 13 | 2 | -24 | 5
COc1cc(CN2CCCC(C(=O)Nc3cccc(-n4cccn4)c3)C2)ccc1F (configuration not stated) | -11 | 6 | 37 | 14 | 7 | 1 | 0.0 | -22 | 3 | 9 | 12
Cc1[nH]nc(SCC(=O)NC2CCCC2)c1[N+](=O)[O-] | -1 | -3 | -29 | -52 | -3 | -2 | -0.8 | -42 | -2 | · | -3
COc1ccc(S(=O)(=O)N(C)CC(=O)O)c2ccccc12 | -6 | -11 | 5 | 8 | 3 | 2 | 0.6 | -4 | 15 | 12 | 3
N#Cc1ccccc1-n1c(N)c(C(=O)N2CCCC2)sc1=S | 10 | 16 | 24 | 6 | 18 | 7 | 0.2 | -10 | 2 | 2 | 3
NC(=O)NC(=O)COC(=O)CCCc1c[nH]c2ccccc12 | 3 | 1 | -7 | 16 | 0 | 1 | 3.0 | -5 | 7 | -9 | -5
O=C(Cc1ccc(F)cc1)N1CCN(c2ccc(F)cc2)CC1 | 0 | -2 | 0 | 7 | 3 | 3 | 0.4 | -3 | 13 | -1 | 10
CCOC(=O)c1[nH]c(C(=O)O)c(CCN(CC)CC)c1C | 10 | 0 | 17 | 12 | 5 | 1 | 1.8 | -6 | 2 | 4 | -6
CCN1C(=O)C(O)(C2COC(C)(C)CC2=O)c2cc(Br)ccc21 (configuration not stated) | 36 | 2 | 2 | 5 | 9 | 2 | -1.8 | -1 | 7 | 9 | -27
Cc1cc(C)c2oc(C(=O)Nc3ccc(S(=O)(=O)N4CCCC(C)C4)cc3)cc(=O)c2c1 (configuration not stated) | 5 | 4 | 11 | 15 | -7 | 3 | -2.8 | 3 | 6 | 24 | 7
Cc1ccc(NC(=O)c2ccc(CSc3nnc(C)s3)cc2)c(C)c1 | 1 | -2 | -179 | -239 | -46 | 6 | -0.7 | -98 | 1 | -30 | -13
COc1ccc(NC(=O)Nc2ccccc2OC)cc1 | 5 | -19 | -195 | -320 | -82 | -4 | -1.2 | -56 | 26 | -20 | 6
O=C(NCCO)c1nc2ccccc2s1 | -6 | -10 | -45 | -122 | -6 | 0 | -4.3 | -14 | -7 | -28 | 1
COc1ccc(-c2cc(C(=O)Nc3ccccc3N3CCOCC3)c3ccccc3n2)cc1OC | 18 | 22 | 58* | -4 | -1 | 2 | 1.0 | 29 | -1 | 21 | -11
CC(C)N(C(=O)Cn1c(Cl)nc2ccccc21)C(C)C | 8 | 2 | 13 | 13 | -5 | 3 | -0.2 | -22 | 14 | 8 | -5
COCc1cccc(-c2csc(C(C)(O)c3cccc(F)c3)n2)c1 (configuration not stated) | -29 | · | -5 | -8 | · | · | -0.9 | -12 | -11 | -2 | 3
COc1ccc(OC)c2sc(NC(=O)C3=COCCO3)nc12 | 9 | 4 | -15 | -100 | -8 | 3 | 0.6 | -42 | -5 | 12 | 5
C[C@H](CO)N1C[C@H](C)[C@@H](CN(C)CC2CC2)Oc2c(NS(=O)(=O)c3ccc(F)cc3)cccc2C1=O | -24 | -4 | -15 | 9 | -3 | · | 4.7 | -3 | -10 | -3 | 14
C=CCNC(=S)NNC(=O)c1csc(CC)c1 | -2 | 3 | -108 | -28 | -2 | -4 | 0.6 | -31 | 7 | -8 | 4
COc1ccc(S(=O)(=O)Nc2cccc(S(=O)(=O)N(C)C)c2)cc1[N+](=O)[O-] | 17 | -4 | -8 | -9 | -4 | · | -0.6 | -4 | -8 | 8 | 2
N/C(=N\OC(=O)COc1ccc(Cl)cc1Cl)c1ccccn1 | -24 | 4 | -115 | -107 | -29 | -2 | -3.0 | -136 | 54* | -12 | -8
CCn1c(/C=C/N(C(C)=O)c2ccccc2)[n+](CC)c2ccc(Cl)cc21 | 6 | 2 | 13 | 12 | 16 | 0 | 0.9 | 6 | -8 | 12 | -8
Cc1ccc(C(c2sc3ncnn3c2O)N2CC(C)CC(C)C2)cc1 (configuration not stated) | 16 | -5 | 10 | 0 | · | -1 | 0.1 | -26 | -3 | -57 | 20
NC(=O)CSc1nccn1Cc1ccc2c(c1)OCO2 | 1 | -1 | 9 | 8 | 4 | 2 | 0.1 | -13 | -9 | -1 | 3

2 neighbouring compounds from above, quoted:
SMILES | CF NFkB block | LMP1 NFkB inh | Peg3 promoter | HIF-2a block | TRPM1 prom inh | NR2E3 ag-1 | iPSC survival up | NR2E3 ag-2 | C8 TRAIL sens | Shn3 3UTR inh | KKLEB tox
Cc1ccc(NC(=O)CN(C)C(=O)c2sc3cc(Cl)ccc3c2Cl)cc1 | 14 | 4 | -6 | -22 | -7 | 0 | -0.3 | -22 | -10 | 9 | -4
C=CCNC(=O)c1onc(CS(=O)(=O)c2cc(C)cc(C)c2)c1C(=O)NCC=C | -3 | 4 | 17 | 22 | 14 | 3 | 14 | 13 | 2 | -24 | 5

Other records.
SMILES | CF NFkB block | LMP1 NFkB inh | Peg3 promoter | HIF-2a block | TRPM1 prom inh | NR2E3 ag-1 | iPSC survival up | NR2E3 ag-2 | C8 TRAIL sens | Shn3 3UTR inh | KKLEB tox
COc1ccc(N(C(=O)C2CSC(=O)C2)C(C(=O)NC(C)(C)C)c2ccncc2)cc1 (configuration not stated) | 3 | 7 | 5 | 11 | · | -2 | -0.6 | 2 | -7 | -5 | 2
Cn1nnnc1SCc1cc(=O)n2ccsc2n1 | 12 | -3 | -1 | -8 | -1 | 2 | 0.3 | -17 | -6 | -10 | 1
CC(C)(C)NC(=O)Cn1nnc(-c2ccccc2Cl)n1 | 8 | -7 | -163 | -163 | -52 | 0 | 1.0 | -82 | -18 | -18 | 6
COc1ccc(CCNc2ncnc3c2nnn3Cc2ccccc2)cc1 | 3 | 0 | 24 | 11 | -7 | 0 | 0.0 | -16 | 2 | 11 | 2
NC1=NC2(CCCCCC2)n2c(nc3ccccc32)N1 | 2 | 8 | -3 | 24 | 4 | -2 | -1.8 | -48 | -2 | -8 | -8
COc1cc(Cl)c(C)cc1NC(=O)c1ccc2c(c1)OCO2 | 4 | -13 | -40 | -83 | -20 | 8 | -0.1 | -22 | 3 | -39 | 4
CCn1c(/N=C/c2ccc(OC)cc2O)nc2ccccc21 | 6 | 5 | -6 | 14 | 16 | -1 | -0.5 | 3 | -5 | 3 | 4
C[C@H](NC(=O)C1CC(=O)N(c2ccc3c(c2)OCCO3)C1)C(=O)NC1CCCC1 (some centres not stated) | 8 | -3 | 15 | -5 | 5 | 3 | -0.5 | -34 | -16 | -2 | -8
Cc1cccc(C)c1NC(=O)C(c1ccccc1)N1CCC2(CC1)OCCO2 (configuration not stated) | 14 | 3 | 8 | 6 | -4 | 1 | -4.2 | -12 | -2 | -3 | -5
CCOc1ccc(C(=O)NC2CC3CCCC(C2)N3Cc2ccccc2)cc1 (configuration not stated) | 0 | 7 | 11 | 2 | -7 | -1 | -0.7 | -21 | -28 | -19 | -11
O=C(O)c1oc2ccccc2c1CSc1ccc(Cl)cc1 | 0 | -4 | 3 | 19 | -1 | 3 | 0.0 | 9 | -6 | -8 | 0
CCOC(=O)c1cccc2c(=O)c(C(=O)c3ccc(Cl)cc3)c(C(=O)OC)[nH]c12 | 2 | -10 | 5 | 6 | 6 | 0 | -1.9 | -4 | 2 | 11 | 4
COc1ccc(OCCC(=O)OCC(=O)NCCC2=CCCCC2)cc1 | -11 | -4 | 11 | 15 | -9 | 4 | -0.3 | -3 | -13 | -30 | 4
Cc1ccc(CS(=O)(=O)CCC(=O)NCc2ccc(F)cc2)cc1 | -6 | -12 | 11 | 7 | 6 | -1 | 0.4 | 25 | -10 | -1 | 6
CCOC(=O)C(NCc1ccccc1OC)(NC(=O)CC)C(F)(F)F (configuration not stated) | 2 | 13 | 1 | 9 | 5 | -3 | -0.4 | -10 | -3 | -17 | 13
CCC(/C=C1\Sc2ccc(OC)cc2N1CC)=C\c1sc2ccc(OC)cc2[n+]1CCCS(=O)(=O)[O-] | -1 | 18 | 15 | 23 | 52 | 2 | -2.2 | -7 | 19 | 75 | -8
O=C1OC(Nc2ccc(Br)cn2)c2ccccc21 (configuration not stated) | -4 | 0 | 2 | 18 | 2 | -3 | 2.4 | -16 | -6 | 7 | 5
CC1(C)NC(=O)N(CC(O)CN(c2ccccc2)S(=O)(=O)c2ccccc2)C1=O (configuration not stated) | -10 | 3 | -5 | 19 | -7 | 6 | -0.2 | 4 | -22 | 0 | 1
COc1ccc(CCNC(=O)COC(=O)c2ccc(Br)o2)cc1 | -3 | -1 | 9 | 9 | -5 | 0 | 3.8 | -5 | -3 | -19 | 1
CC1CCCCC12NC(=O)N(CC(=O)OCC(=O)NC(=O)c1ccccc1)C2=O (configuration not stated) | 15 | -1 | 3 | 4 | 11 | -2 | -2.9 | 3 | 4 | -6 | -2
C[C@H](CO)N1C[C@H](C)[C@@H](CN(C)S(=O)(=O)c2ccccc2)Oc2c(NS(=O)(=O)c3ccc(F)cc3)cccc2C1=O | 1 | -4 | -2 | 24 | -8 | · | 6.6 | -15 | 2 | 0 | -3
Cn1nc(C(C)(C)C)cc1C(=O)N1CCCCC1c1cc(C(=O)NCc2ccc(F)cc2)no1 (configuration not stated) | 9 | · | 10 | 9 | · | · | 0.3 | 23 | 13 | 74 | -6
Cn1c(=O)c2c(ncn2CC(=O)N2CCN(C(=O)c3ccco3)CC2)n(C)c1=O | 25 | -1 | 2 | 19 | -11 | 3 | -0.9 | -11 | -5 | 11 | -5
O=C(NC(=S)N1CCN(C/C=C/c2ccccc2)CC1)c1c(F)cccc1F | 1 | -2 | 11 | 18 | 10 | -4 | 1.9 | 17 | 1 | 16 | 6
COc1ccccc1N1CCN(C(=O)COc2cccc3ccccc23)CC1 | 13 | -9 | -17 | -9 | 12 | -3 | 1.2 | -35 | -7 | 14 | -7
CCOCCc1nn2c(=O)cc(CSCC(=O)Nc3ccccc3)nc2s1 | -13 | 0 | 8 | -5 | 6 | 0 | 0.2 | -10 | 0 | 16 | 11
CCc1sc(C(=O)N(CCCOC)c2c(N)n(CC(C)C)c(=O)[nH]c2=O)cc1C | 0 | -6 | -7 | 12 | -1 | · | 0.0 | -3 | -3 | -5 | -8
O=C(Nc1cc(Cl)cc(Cl)c1)N1CCCN(Cc2ccccc2)CC1 | 12 | 0 | -2 | -2 | -2 | -1 | -0.5 | 8 | 4 | 41 | -11
CCOC(=O)c1c(NC(=O)c2ccc(S(=O)(=O)N3CCOCC3)cc2)sc2c1CC(C)(C)NC2(C)C | 28 | -13 | 53* | 13 | 1 | 1 | -0.3 | -26 | 5 | -10 | -13

High-throughput results: PubChem, several laboratories

An excerpt, so the mix of outcomes need not match the whole.
